Scp1 inh: Scp-1 (human) phosphatase inhibition. Q9GZU7. Recombinant Scp1, phosphopeptide, malachite green phosphate absorbance. inhibition, % at 20 µM. 0.88% of 340,000 active. AID 493091;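 active = inhibition above about 50% at 20 µM, limit read from the data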;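 note: plate controls were DMSO wells with enzyme for no effect and wells lacking enzyme for full effect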
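Material – SCP-1 phosphatase catalytic domain, residues 76-261 · Buffer or medium – Acidic Tris acetate buffer with magnesium and detergent · Also added – Phospho 17-mer peptide substrate · Compound – single 20 µM dose, 1% DMSO · Times – 45 min room-temperature reaction, 5 min colour, 30 min stabiliser · Technique – Phosphate-binding colour reagent, absorbance read at 630 nm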
NRP1-CendR mod: modulators of CendR peptide binding to human neuropilin-1; O14786; FAM-RPARPAR peptide binding to NRP-1, fluorescence polarization; inhibition, % at 25 µM; 0.85% of 360,000 active;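 active = inhibition or corrected inhibition above about 18%, plus a signal ratio from 0.5 to 1.5, limit read from the data, passing the limit was not always enough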; note: strong numbers were not always called active
Neddylation inh: inhibitors of human cullin neddylation. TR-FRET cullin neddylation, biochemical. 0.58% of 360,000 active. P61081+Q13564. calls only at 25 µM; in the data active = inhibition above about 36%
Target sequence (P61081 whole entry, looked up): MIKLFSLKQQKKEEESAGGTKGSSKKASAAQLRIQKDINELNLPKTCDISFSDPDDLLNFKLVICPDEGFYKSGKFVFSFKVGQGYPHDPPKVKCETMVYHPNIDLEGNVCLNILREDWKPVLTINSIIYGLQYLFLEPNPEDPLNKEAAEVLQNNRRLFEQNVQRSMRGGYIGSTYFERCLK
Target sequence (Q13564 whole entry, looked up): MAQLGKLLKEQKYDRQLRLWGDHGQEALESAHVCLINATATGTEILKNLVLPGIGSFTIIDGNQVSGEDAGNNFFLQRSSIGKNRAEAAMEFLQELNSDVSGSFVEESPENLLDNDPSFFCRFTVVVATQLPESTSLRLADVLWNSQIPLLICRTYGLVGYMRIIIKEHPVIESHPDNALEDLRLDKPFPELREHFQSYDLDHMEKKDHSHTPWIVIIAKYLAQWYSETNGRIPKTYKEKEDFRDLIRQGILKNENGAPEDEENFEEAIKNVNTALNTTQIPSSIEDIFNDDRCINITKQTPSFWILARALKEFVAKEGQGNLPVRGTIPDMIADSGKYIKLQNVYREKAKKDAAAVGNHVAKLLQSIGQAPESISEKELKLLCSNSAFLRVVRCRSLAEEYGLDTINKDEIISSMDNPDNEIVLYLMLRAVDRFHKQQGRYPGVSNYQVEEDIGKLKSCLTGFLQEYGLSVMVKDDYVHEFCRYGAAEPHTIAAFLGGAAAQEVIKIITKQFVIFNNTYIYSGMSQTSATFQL
STEP inh: blocks human striatal-enriched tyrosine phosphatase. P54829. recombinant STEP, OMFP fluorogenic substrate, fluorescence. inhibition, % at 20 µM. 0.25% of 360,000 active. AID 588621;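 active = inhibition at 20 µM, scaled per plate between control wells, above about 37%, limit read from the data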;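 note: 0% = DMSO with enzyme and substrate and 100% = substrate only without enzyme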
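Test system: STEP tyrosine phosphatase / Reagent: OMFP at 25 µM / Doses: 20 µM, 1% DMSO / Read-out: percent inhibition scaled to no-enzyme and uninhibited-enzyme controls, plate-pattern corrected / Detection: FITC-channel fluorescence of OMFP product / Medium: Bis-Tris buffer pH 6.0, 2.5 mM DTT, 0.005% Tween 20 / Schedule: 20 min at room temperature, dark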
SKN-1 block: C. elegans SKN-1 inhibition. inhibition, % at 21.8 µM. 0.49% of 360,000 active. C. elegans VP596 Pgst-4::GFP/RFP ratio, acrylamide-induced, 24 h;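 active = interference check ratio from 0.5 to 1.5 plus GFP to RFP signal ratio inhibition reaching or exceeding a fixed threshold, cut at about 30% in these data, passing the limit was not always enough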; note: some compounds called inactive have numbers as strong as hits
DNMT1 inh: DNMT1 (human) enzyme inhibition; P26358; DNMT1 molecular beacon, Hinp1I cleavage, fluorescence; inhibition (reported as % activation of signal), % at 10 µM; 0.83% of 360,000 active; AID 588458; in the data active = inhibition above about 50%
SUMO1 PPI mod: alters human SUMO1 binding to SIM partners; P63165; SUMO1 binding to a labelled peptide, TR-FRET, 1 h; inhibition, % at 20 µM; 0.33% of 360,000 active; AID 602429; in the data active = inhibition above about 37%
Target sequence (P63165 whole entry, looked up): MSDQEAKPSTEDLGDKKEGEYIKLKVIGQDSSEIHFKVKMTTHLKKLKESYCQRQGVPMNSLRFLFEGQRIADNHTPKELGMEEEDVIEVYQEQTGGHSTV
LMPTP block: LMPTP (human) inhibition; P24666; recombinant LMPTP-A, OMFP fluorogenic substrate, fluorescence intensity; inhibition, % at 20 µM; 0.22% of 360,000 active; AID 651560;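 active = compounds that cut the enzyme signal by at least half of the control window in the single-dose screen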;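 note: plate controls were DMSO wells with enzyme plus substrate for no effect and substrate without enzyme for full effect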
Target sequence (P24666 whole entry, looked up): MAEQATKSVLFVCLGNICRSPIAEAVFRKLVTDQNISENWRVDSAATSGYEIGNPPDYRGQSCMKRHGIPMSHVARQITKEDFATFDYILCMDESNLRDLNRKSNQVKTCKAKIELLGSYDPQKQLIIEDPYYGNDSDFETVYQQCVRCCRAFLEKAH
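Test system – LMPTP-A phosphatase enzyme · Quantity – 0.625 nM LMPTP-A final · Reagent – OMFP substrate, 400 µM final · Dosing – one test concentration per compound, 20 µM, with 3% DMSO overall · Timing – 50 min enzyme reaction at room temperature, protected from light · Detection – fluorescence intensity · Controls – substrate-only low control, DMSO enzyme-plus-substrate high control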
TbMetRS inhib: Trypanosoma brucei MetRS inhibition. purified T. brucei MetRS, ATP depletion, Kinase-Glo luminescence. inhibition, % at 11.9 µM. 0.4% of 360,000 active. AID 624268;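 active = inhibition above a per-plate cutoff of the control wells' mean inhibition plus 3 SD, cut at about 5.5% in these data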;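 note: 0% = DMSO wells median and 100% = median of wells with control inhibitor compound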
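Material – parasite MetRS enzyme · Medium – HEPES-MgCl2-KCl buffer plus DTT, spermine, BSA, pyrophosphatase · Reagent – ATP, methionine and E. coli bulk tRNA substrates · Times – 15 min enzyme-compound preincubation, 2 h reaction, 10 min detection, 25 °C · Measured by – luminescence of leftover ATP · Evaluation – percent inhibition relative to median high and low control wells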
NadD block: NadD (S. aureus) enzyme inhibition; purified NadD enzyme, colorimetric absorbance read-out; inhibition, % at 20 µM; 0.78% of 360,000 active; AID 602399; in the data active = inhibition above about 26%; note: some compounds past the cut are filed as inactive
* hit, by the source's call; i = inactive; nt = not tested or not shown.

smiles | Scp1 inh | NRP1-CendR mod | Neddylation inh | STEP inh | SKN-1 block | DNMT1 inh | SUMO1 PPI mod | LMPTP block | TbMetRS inhib | NadD block
O=C(CSc1ccccn1)Nc1ccc(Cl)c([N+](=O)[O-])c1 | -3 | -2 | i | -2 | 7 | 2 | -13 | -0.8 | -0.8 | -6
Cc1ccc(-c2nnn(CC(=O)N(CCCO)C(C(=O)NC3CCCC3)c3ccc(Cl)cc3)n2)o1 (stereo unspecified) | -1 | 10 | i | 0 | -4 | 0 | -4 | -0.4 | -0.2 | -4
CCOc1ccc(NC(=O)NNC(=O)C2CCC(C(C)(C)C)CC2)cc1 (stereo unspecified) | -1 | 10 | i | -1 | -7 | 1 | -2 | -2.4 | -0.2 | -5
CN(C)NC(=S)Nc1cccc(C(F)(F)F)c1 | -7 | 2 | i | 0 | -7 | 2 | 5 | -2.6 | -0.3 | 6
COc1ccc(S(=O)(=O)Nc2c(C)nn(C)c2C)cc1Br | -1 | 0 | i | -2 | 7 | 2 | -2 | 0.3 | -0.2 | 0
COc1ccc2sc(C)[n+](C)c2c1 | -9 | -11 | i | 6 | -1 | -1 | 1 | -1.4 | 0.3 | 7
CSCC[C@@H](C(=O)O)N1Cc2ccccc2C1=O | 2 | -6 | i | -2 | -5 | 3 | 15 | -1.5 | 0.7 | 0
CC(C)CC(NC(=O)CC12CC3CC(CC(C3)C1)C2)C(=O)NC1=NCCS1 (stereo unspecified) | -5 | 4 | i | 2 | 12 | 0 | 2 | 0.4 | -0.3 | 1
CC(C)OC(=O)n1c(=S)oc2ccccc21 | -8 | 1 | i | 3 | 1 | 9 | -6 | -0.2 | -0.8 | 0
CN(c1ccc(F)cc1)S(=O)(=O)c1ccc(Cl)c(C(=O)NCC2(N3CCOCC3)CCCCC2)c1 | -5 | -2 | i | -2 | 4 | 2 | 3 | 0.7 | -0.2 | -3
CC(C)C(=O)Nc1c2c(nn1-c1ccc(F)cc1)CS(=O)(=O)C2 | 7 | -10 | i | -2 | -6 | -9 | 1 | -3.3 | -1.5 | -2
CCOC(=O)c1nnn(-c2nonc2N)c1C | -4 | 10 | i | -2 | 17 | 1 | -1 | -1.6 | -1.3 | -3
CNC(=O)NC(=O)Cn1cnc2sc(-c3ccccc3)cc2c1=O | 7 | 12 | i | 2 | -19 | -3 | -2 | 2.4 | -0.4 | -2
O=C(CCCCCNC(=S)Nc1ccccc1)C[N+](=O)[O-] | 2 | 0 | i | 1 | 3 | 6 | 2 | -1.9 | -0.9 | 0
CCCCCCCCCc1conc1C(=O)/C=C/c1oc2c(c1C)CCC(C)C2 (stereo unspecified) | nt | -27 | i | nt | 6 | nt | 2 | 1.3 | -0.2 | nt
COCC(=O)Nc1cc(C(=O)NCCc2ccccc2)ccc1Cl | -2 | 10 | i | 3 | 2 | -4 | 6 | -1.1 | 0.0 | -4
O=C(CCSc1nnc(-c2ccco2)o1)N1CCOCC1 | 4 | -5 | i | -5 | -7 | 2 | 0 | -0.9 | -0.2 | -3
CCOc1ccc2nc(N(CCN(CC)CC)C(=O)/C=C/c3cccs3)sc2c1 | 7 | 2 | i | -1 | 22 | -2 | 1 | 1.0 | 0.2 | -2
CC(=O)c1c(N2CCOCC2)[nH]c(-c2ccccc2)nc1=S | 3 | -3 | i | -3 | 1 | 1 | -3 | -0.7 | -1.4 | 0
COc1ccccc1-c1nnc(C2CCN(S(=O)(=O)c3ccccc3[N+](=O)[O-])CC2)o1 | -7 | 14 | i | -4 | 8 | -1 | -7 | 1.9 | 0.1 | 2
CC(C)CCNC(=O)C(c1ccncc1)N(CC1CCCO1)C(=O)Cn1nnc(-c2ccc(F)cc2)n1 (stereo unspecified) | -1 | 5 | i | -2 | -6 | 2 | -3 | -1.7 | -1.0 | 4
COc1ccc(OC)c(CN2CCC(C(=O)N3CCN(c4ccccc4F)CC3)CC2)c1 | 2 | -7 | i | 1 | -6 | -4 | -1 | -0.5 | -1.2 | -2
COC(=O)c1ccccc1NC(=S)NC(=O)c1ccc(C)cc1 | -17 | 3 | i | 0 | -16 | 15 | 4 | -0.2 | -0.2 | -2
CC(=O)Nc1ccc(-c2ccnc3c2CC(C)(C(=O)Nc2ccc(C(C)C)cc2)O3)cc1 (stereo unspecified) | nt | -8 | i | 1 | 3 | -11 | -5 | 2.7 | 0.8 | 5
O=C(CCc1ccccc1)NCCc1nc2ccccc2[nH]1 | -1 | 5 | i | 1 | 2 | 0 | 5 | -1.5 | 3.0 | -6

6 compounds out of the list, sorted by formula weight, low to high.
smiles | Scp1 inh | NRP1-CendR mod | Neddylation inh | STEP inh | SKN-1 block | DNMT1 inh | SUMO1 PPI mod | LMPTP block | TbMetRS inhib | NadD block
CCOC(=O)c1nnn(-c2nonc2N)c1C | -4 | 10 | i | -2 | 17 | 1 | -1 | -1.6 | -1.3 | -3
O=C(CCSc1nnc(-c2ccco2)o1)N1CCOCC1 | 4 | -5 | i | -5 | -7 | 2 | 0 | -0.9 | -0.2 | -3
CC(=O)c1c(N2CCOCC2)[nH]c(-c2ccccc2)nc1=S | 3 | -3 | i | -3 | 1 | 1 | -3 | -0.7 | -1.4 | 0
O=C(CSc1ccccn1)Nc1ccc(Cl)c([N+](=O)[O-])c1 | -3 | -2 | i | -2 | 7 | 2 | -13 | -0.8 | -0.8 | -6
COCC(=O)Nc1cc(C(=O)NCCc2ccccc2)ccc1Cl | -2 | 10 | i | 3 | 2 | -4 | 6 | -1.1 | 0.0 | -4
CC(=O)Nc1ccc(-c2ccnc3c2CC(C)(C(=O)Nc2ccc(C(C)C)cc2)O3)cc1 (stereo unspecified) | nt | -8 | i | 1 | 3 | -11 | -5 | 2.7 | 0.8 | 5

(cont.)
smiles | Scp1 inh | NRP1-CendR mod | Neddylation inh | STEP inh | SKN-1 block | DNMT1 inh | SUMO1 PPI mod | LMPTP block | TbMetRS inhib | NadD block
Cc1ccc(CSCC(=O)NN=C2CCN(C)CC2)cc1 | -1 | 3 | i | -5 | -1 | 1 | -2 | -0.6 | 0.1 | -1
S=c1[nH]nc(CCc2nc3ccccc3[nH]2)n1-c1ccccc1 | -1 | 11 | i | 0 | 10 | 0 | -1 | -1.5 | 0.3 | 0
CCOC(=O)COn1c(SCC(=O)OCC)nc2ccccc2c1=O | -2 | -6 | i | 1 | -17 | 1 | 0 | -1.4 | -1.4 | -2
CC(C)C[C@H](NC(=O)c1nc[nH]c1C(=O)NCc1ccccc1)C(=O)OC(C)(C)C | -18 | 6 | i | 0 | 16 | -13 | 3 | 1.8 | -0.2 | 1
COc1ccc(CCNC(=O)Cn2nnc(-c3ccc(N4CCOCC4)cc3)n2)cc1OC | -5 | -6 | i | -1 | 3 | -1 | -1 | 0.1 | -1.1 | 4
O=C(CSc1nc(=O)n(CCN2CCOCC2)c2c1CCC2)Nc1ccc(OC(F)(F)F)cc1 | -3 | -2 | i | -1 | -11 | -2 | 4 | -0.4 | -0.6 | 4
N#CC(C#N)=Cc1cccn1-c1ccc(S(N)(=O)=O)cc1 | 4 | 5 | i | 1 | 2 | 1 | -23 | 1.1 | -0.1 | -4
O=C(Nc1ccccc1C(F)(F)F)c1c(F)cccc1Cl | -1 | 5 | i | 0 | 9 | 1 | -3 | -1.2 | -1.0 | 1
COc1ccc(C(=O)NNC(=O)CSc2nnc(C)n2CC2CCCO2)cc1 (stereo unspecified) | -2 | -5 | i | 4 | 3 | 2 | 5 | -1.2 | 2.0 | -1
COc1ccc(Cl)cc1NC(=O)CN(C)C(=O)c1cc2ccccc2cc1O | -12 | -2 | i | -1 | -9 | 3 | 8 | 0.2 | -0.4 | 5
CN(C(=O)CN1C(=O)c2ccccc2S1(=O)=O)C1CCCCC1 | -12 | 3 | i | -1 | 5 | -1 | 3 | 0.0 | -0.1 | 2
Cc1onc(-c2c(F)cccc2Cl)c1C(=O)Nc1nnc(C(F)(F)F)s1 | 1 | 3 | i | -2 | 12 | 2 | 0 | -0.7 | -0.6 | -9
COc1ccc(CCNc2ccc(C(CC(N)=O)NC(=O)Cc3cccc4ccccc34)cc2[N+](=O)[O-])cc1 (stereo unspecified) | -8 | -60 | i | 2 | -14 | 34 | -18 | 2.8 | -0.4 | 2
COc1ccc(NC(=O)/C=C/c2cccc(F)c2)cn1 | -4 | 19* | i | -6 | 1 | -4 | -12 | -0.2 | -0.1 | -4
O=C(Nc1cccc(F)c1)c1ccc2ncsc2c1 | 3 | 2 | i | 2 | 18 | -1 | 3 | -1.2 | -0.3 | -9
CCCCn1c(=S)[nH]c2cc(S(=O)(=O)N3CCCCC3)ccc21 | 0 | 1 | i | 1 | 15 | -5 | -1 | -0.5 | -1.4 | 1
CCn1cc([N+](=O)[O-])c(C(=O)N2N=C(c3ccccc3)CC2c2ccc([N+](=O)[O-])cc2)n1 (stereo unspecified) | -15 | -19 | i | 1 | 10 | -7 | -17 | -0.2 | 0.5 | -2
CNC(=S)N(C)[C@H]1c2c(ccc3ccccc23)OC[C@H]1CO | -2 | 5 | i | -1 | 8 | -2 | 1 | 0.8 | -1.7 | -1
O=C(Cc1ccc(Cl)c(Cl)c1)Nc1cccc2ncccc12 | -3 | -19 | i | 1 | 3 | -3 | -2 | 3.5 | 0.1 | -3
COCCN(C(=O)CCl)C(C(=O)NC1CCCCC1)c1ccccc1C (stereo unspecified) | -4 | 9 | i | -5 | 8 | 21 | -1 | -1.2 | -0.5 | -2
O=C(COc1ccc(Cl)cc1)OCC(=O)N1CCOCC1 | -12 | 1 | i | 0 | 12 | 0 | -1 | -0.7 | -0.3 | -3
CCCCn1c(SCC(=O)N(CC)C2CCS(=O)(=O)C2)nc2cc(S(N)(=O)=O)ccc21 (stereo unspecified) | -1 | -2 | i | -4 | -4 | 3 | 0 | -1.5 | -1.6 | -4
Cc1ccc(C2NC(=O)c3ccccc3N2)s1 (stereo unspecified) | -2 | -1 | i | 1 | -12 | 4 | -5 | -1.4 | -1.2 | -8
CCCN(CCC)CCOc1cc(C)ccc1C(C)C | -1 | 3 | i | 1 | 9 | 1 | -1 | -1.4 | -0.2 | -5
Cn1c(=O)n(CC(=O)Nc2ccc(F)cc2)c2ccccc21 | -3 | -4 | i | -4 | -18 | 1 | 4 | -2.2 | 0.0 | -5
Cc1nc2ccccc2nc(=O)c1NNc1ccccc1 | 1 | -3 | i | -1 | 4 | -5 | -16 | -0.4 | -0.3 | -5

Screening data deposited in PubChem BioAssay by several laboratories.
